CHO-K1 Ca antag: M1 antagonist counterscreen hit in parental CHO-K1 cells. inhibition, % at 3 µM. actives 0.6% (n = 360,000). ATP-induced calcium, Fluo-8 fluorescence. AID 602250;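 active means inhibition above a per-plate cutoff, the plate's mean sample inhibition plus 3 SD, cut at about 24% in these data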;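 further: 0% = DMSO plus EC80 ATP and 100% = DMSO alone without ATP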
CHO parental Ca: counter-screen for OX1R antagonists: effect in parental CHO cells. parental CHO-K1, ATP-induced calcium, Fluo-8 fluorescence. AID 463079. actives 0.63% (n = 330,000). inhibition, % at 5.6 µM;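 active means inhibition above that plate's mean sample inhibition plus 3 SD, cut at about 26% in these data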;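 further: 0% = ATP-challenged DMSO wells and 100% = DMSO wells without ATP; some compounds past the cut are filed as inactive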
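Assay system: untransfected parental CHO cell line. Also added: ATP agonist challenge. Dosing: one dose, 5.6 µM nominal. Measured by: Fluo-8 fluorescence. Read-out: % inhibition. Benchmarks: ATP wells versus no-ATP DMSO wells. Repeats: no replicates.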
TAAR1 antagonist: antagonists of human TAAR1 | CHO RD-HGA16 TAAR1, Fluo-8 calcium fluorescence, antagonist | Q96RJ0 | actives 1.5% (n = 360,000) | inhibition, % at 3 µM;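 active means inhibition above a per-plate cutoff, the mean inhibition of test compounds on that plate plus 3 SD, cut at about 49% in these data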;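 further: 0% = DMSO plus EC80 beta-PEA response and 100% = DMSO alone without agonist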
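Assay system: CHO-derived RD-HGA16 cells stably expressing human TAAR1 plus Gα16. Timing: 140 s kinetic read after compound, 140 s after agonist. Technique: kinetic Fluo-8 calcium fluorescence measurement. Measure: % inhibition of agonist calcium response.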
M1 ag parental: nonselective activator or artifact in parental CHO-K1 cells; actives 0.48% (n = 360,000); activation, % at 3 µM; Fluo-8 calcium fluorescence; scaled to maximal ATP response, vehicle zero; in the data active means activation above about 15%;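 further: untransfected CHO-K1 host cells lacking M1 receptor as counterscreen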
M1 ag: activates human CHRM1 receptor | P11229 | CHO-K1 hM1, Fluo-8 calcium fluorescence, agonist mode; 0% DMSO, 100% acetylcholine EC100 | activation, % at 3 µM | actives 0.33% (n = 360,000) | AID 588814;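 active means activation above the run's mean compound activation plus 3 SD, cut at about 16% in these data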;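 further: peak over basal fluorescence ratio within a 140 s kinetic read after compound addition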
Target sequence (P11229 whole entry, looked up): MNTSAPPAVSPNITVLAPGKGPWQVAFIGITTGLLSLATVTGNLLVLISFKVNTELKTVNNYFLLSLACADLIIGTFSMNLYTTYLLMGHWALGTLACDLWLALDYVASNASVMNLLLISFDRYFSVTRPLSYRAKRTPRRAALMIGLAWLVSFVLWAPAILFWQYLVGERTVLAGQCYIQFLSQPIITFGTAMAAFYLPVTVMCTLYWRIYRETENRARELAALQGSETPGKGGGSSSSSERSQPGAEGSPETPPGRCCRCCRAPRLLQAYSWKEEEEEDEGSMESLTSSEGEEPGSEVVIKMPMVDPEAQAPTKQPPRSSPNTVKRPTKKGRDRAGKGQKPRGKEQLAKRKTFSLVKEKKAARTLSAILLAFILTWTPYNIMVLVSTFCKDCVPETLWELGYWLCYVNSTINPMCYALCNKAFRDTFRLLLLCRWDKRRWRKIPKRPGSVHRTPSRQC
M1 PAM parental: counter-screen for M1 PAMs: effect in parental CHO-K1 cells | actives 0.02% (n = 360,000) | ATP EC20, Fluo-8 calcium fluorescence; 0% at ATP EC20, 100% at ATP max | activation, % at 3 µM;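 active means activation above the run cutoff, the mean activation of all test compounds plus 3 SD, cut at about 40% in these data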;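 further: peak over basal fluorescence ratio in a 140 s read after ATP addition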
OXTR potentiate: potentiates the human oxytocin receptor response; P30559; CHO-OTR cells, Fluo-8 calcium fluorescence, potentiator mode; 0% = oxytocin EC15, 100% = EC100; activation, % at 3 µM; actives 0.061% (n = 320,000); AID 2445;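 active means activation above that plate's cutoff, the mean activation of tested compounds plus 3 SD, cut at about 6.6% in these data, passing the limit was not always enough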;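 further: 100% uses oxytocin at 75 nM as the full agonist control; some results filed as inactive read as strong as hits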
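test system = CHO-OTR cells, human receptor | compound = single-point 3.0 µM | schedule = 6 min compound pre-incubation at room temperature, 100 s kinetic read | signal = Fluo-8 no-wash calcium dye fluorescence, excitation 470-495 nm, emission 515-575 nm | repeats = single well per compound, singlicate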
TAAR1 agonist: human TAAR1 agonism | Q96RJ0 | CHO RD-HGA16 TAAR1, Fluo-8 calcium fluorescence; vehicle wells 0%, saturating PEA agonist 100% | activation, % at 3 µM | actives 0.99% (n = 360,000);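 active means activation above the mean activation of all test compounds in the run plus 3 SD, cut at about 38% in these data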
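test system = CHO RD-HGA16 cells carrying human TAAR1 plus Gα16 | schedule = 17-24 h seeding, 75 min 37 °C dye, 30 min RT | compound dosing = 3 µM single concentration | control set = DMSO and PEA EC100 | replicates = n 1 | signal = Fluo-8 fluorescence, 5 s baseline then 140 s kinetic read | measure = percent activation vs PEA EC100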
V1aR counter: V1a receptor agonism, counter-screen for OXTR agonists | P37288 | CHO-V1R cells, Fluo-8 calcium fluorescence, agonist mode; 0% DMSO, 100% 3 nM vasopressin | activation, % at 3 µM | actives 0.25% (n = 320,000) | AID 2797;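 active means activation above the mean activation of all tested compounds plus 3 SD, per screening run, cut at about 20% in these data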;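 further: signal is peak over basal fluorescence ratio across a 100 second FLIPR read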
Target sequence (P37288 whole entry, looked up): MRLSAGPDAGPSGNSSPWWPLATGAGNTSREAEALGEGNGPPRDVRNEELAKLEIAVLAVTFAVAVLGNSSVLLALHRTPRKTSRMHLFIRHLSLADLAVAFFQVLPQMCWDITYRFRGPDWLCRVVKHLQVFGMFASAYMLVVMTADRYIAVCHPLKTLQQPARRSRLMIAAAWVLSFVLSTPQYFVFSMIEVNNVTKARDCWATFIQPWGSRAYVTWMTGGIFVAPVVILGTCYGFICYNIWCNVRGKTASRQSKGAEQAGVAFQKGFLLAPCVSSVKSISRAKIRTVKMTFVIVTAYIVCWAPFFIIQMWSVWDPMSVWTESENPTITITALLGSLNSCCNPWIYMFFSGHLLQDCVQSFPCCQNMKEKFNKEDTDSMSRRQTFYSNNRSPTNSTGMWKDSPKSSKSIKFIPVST
Starred values were filed as active, the others as inactive; . = no result given.

SMILES | CHO-K1 Ca antag | CHO parental Ca | TAAR1 antagonist | M1 ag parental | M1 ag | M1 PAM parental | OXTR potentiate | TAAR1 agonist | V1aR counter
O=C(c1cc(COc2c(F)cccc2F)on1)N1CCSCC1 | -9 | -6 | -14 | 1.2 | -7 | 16 | -6 | 6 | -0.4
Cc1ccccc1Nc1nc(N)nc(CN(C)c2ccccc2)n1 | 2 | -4 | 0 | 0.1 | -3 | 13 | -4 | 7 | -0.8
CC(C)N(Cc1ccccc1)C(=S)Nc1ccccc1F | 10 | 0 | -37 | 0.2 | -1 | -18 | -6 | 1 | -0.5
COc1cc(/C=N/S(=O)(=O)c2ccccc2)cc(OC)c1O | 1 | 3 | -8 | 0.2 | -1 | 12 | -2 | 0 | -0.5
O=C(COC(=O)CSc1ccc2ccccc2c1)NC1CCCC1 | -7 | -16 | 7 | 4.0 | -4 | 22 | -6 | 6 | 5.3
Cn1cnnc1SCC(=O)NNC(=O)COc1ccc(Br)cc1 | -14 | -19 | 2 | -0.2 | -7 | 2 | 3 | 2 | 0.6
Nc1ncnc2c1ncn2[C@@H]1O[C@H](C(=O)NCCc2ccc(F)cc2)[C@@H](O)[C@H]1O | -24 | . | -9 | 1.0 | -2 | 17 | . | 0 | .
NC(=O)C1CCN(C(=O)OCc2ccccc2)CC1 | -20 | 7 | -7 | 0.7 | -3 | 27 | -8 | 8 | 1.2
Cc1sc(NC(=O)c2cccc(N3C(=O)CCC3=O)c2)nc1-c1ccccc1 | -5 | 6 | 13 | 0.5 | -3 | 10 | -9 | 2 | 2.1
Cc1c(/C=N/n2cnnc2)c2ccccc2n1CCOc1ccc(Cl)cc1 | -7 | 1 | 28 | 1.3 | -7 | 20 | -3 | 13 | 2.8
CC(=O)Nc1sc(C)c(C)c1CN1CCN(Cc2ccccc2)CC1 | -3 | -15 | -8 | 0.2 | -2 | -4 | -10 | 4 | -0.2
O=[N+]([O-])c1ccc(N2CCOCC2)cn1 | -8 | -3 | 13 | 0.5 | -7 | 19 | -2 | 2 | 0.4
CC(=O)c1ccc(Nc2nc(C(N)c3ccccc3Cl)cs2)cc1 (stereo unspecified) | 6 | . | -9 | 0.8 | -1 | -11 | . | 10 | .
CC(=O)N1N=C(c2cccc(NS(C)(=O)=O)c2)CC1c1ccc2c(c1)OCO2 (stereo unspecified) | -1 | -9 | 11 | 1.9 | -6 | 24 | -9 | 1 | 2.6
COc1ccc(C[C@@H]2CN3C(=NC[C@@H]3Cc3ccc(O)cc3)N2C[C@H](C)NC(=O)CCC2CCCCC2)cc1 | -6 | -21 | . | -0.1 | -14 | 8 | -4 | . | 1.9
Cc1ccccc1-c1nnc(SCC(=O)Nc2cccc(C)c2C)o1 | -2 | 0 | -20 | 0.0 | -4 | 1 | 0 | 12 | -0.5
COC(=O)c1csc2c(C(F)(F)F)cc(N3CCN(C(=O)Nc4ccccc4)CC3)nc12 | -18 | -19 | -8 | 1.1 | -4 | 25 | -6 | 4 | 0.8
COC(=O)C1=C(C)NC2=C(C(=O)CCC2)C1c1cn(Cc2ccc(Br)cc2)nc1-c1ccccc1 (stereo unspecified) | 8 | -4 | 9 | -0.1 | -4 | -1 | -5 | 7 | -0.7
CC1CCCCN1C(=O)C12CCC(C)(C(=O)C1)C2(C)C (stereo unspecified) | -13 | -5 | 10 | 0.5 | -3 | 17 | -2 | 11 | 0.0
O=C(NCc1nnnn1-c1ccc(Cl)cc1)c1ccc2c(c1)OCO2 | -1 | . | -8 | 0.1 | -7 | 12 | . | 0 | .
CC(OC(=O)CNC(=O)c1ccco1)C(=O)N(C)c1ccccc1 (stereo unspecified) | -6 | -8 | -16 | 1.2 | -7 | 1 | -3 | 12 | 5.7
CCN(c1ccccc1)S(=O)(=O)c1ccc(OC)c(NC(=O)Cc2ccc(F)cc2)c1 | -11 | 14 | 104* | 1.8 | -2 | 6 | -12 | -1 | 4.2
N/C(=N\OC(=O)c1ccc(Br)cc1)c1cccc([N+](=O)[O-])c1 | 2 | -3 | 3 | 0.0 | -2 | -17 | -7 | -1 | 0.7
CCc1ccc(C(=O)c2ccccc2C(=O)O)s1 | -10 | -3 | 13 | 0.6 | -4 | 18 | -3 | 14 | 0.1
CCOc1cccc(-c2ccc3nncn3c2)c1 | -5 | . | -2 | 0.5 | -3 | 4 | . | 0 | .
Cc1c(C(=O)Nc2ccc(Nc3ccccc3)cc2)cccc1[N+](=O)[O-] | -9 | 12 | 43 | 4.8 | -2 | 18 | -23 | 17 | 5.4
COc1cccc(-c2nn(C)c3sc(C(=O)NCc4ccco4)cc23)c1 | 18 | -7 | -4 | -0.1 | -4 | -6 | -9 | 9 | 1.2
NC(=O)CC(NC(=O)c1ccc(Br)cc1)c1ccc(N2CCCCCCC2)c([N+](=O)[O-])c1 (stereo unspecified) | 4 | -22 | 7 | -0.5 | -9 | -5 | -2 | 11 | 0.2
S=C1NC2=C(CCCC2)C2(CCCCC2)N1 | 2 | -19 | -34 | -0.4 | -3 | 1 | 1 | 7 | -2.1
c1ccc2c(NC3=NCCCCS3)cccc2c1 | -6 | -13 | 9 | -0.2 | -6 | 3 | 0 | 9 | -0.9
COc1ccc(OC)c(N=Cc2c(O)c3ccccc3oc2=O)c1 | 10 | -18 | -17 | 0.1 | 1 | -10 | -14 | 3 | 0.5
CCCc1nc(SCC(=O)c2ccc(OC)cc2)c2ccccc2n1 | -19 | -14 | 5 | 1.3 | -4 | 21 | -6 | 7 | -1.6
O=C(CC1SC(=O)N(Cc2ccccc2Cl)C1=O)Nc1nccs1 (stereo unspecified) | -13 | -13 | -4 | 5.0 | 0 | 18 | -3 | 0 | 1.9
O=S(=O)(N/N=C1/CCCc2ccccc21)c1ccc(Br)cc1 | -3 | -5 | -7 | -0.2 | -2 | 1 | -6 | 10 | -0.7
Cc1cc(NC(=O)Cc2ccccc2)ccc1NC(=O)c1cccs1 | -5 | -5 | 4 | 0.2 | -2 | 2 | -4 | 18 | 1.0
Cc1ccc(Nc2nc(N3CCOCC3)nc(N3CCOCC3)n2)cc1Cl | 1 | -8 | -19 | 1.2 | -3 | 2 | -5 | -2 | 0.2
COc1ccccc1C(=O)Nc1ccc2c(c1)C(=O)NC2=O | -7 | -10 | 7 | 1.5 | -6 | 28 | 2 | 1 | -1.3
COc1ccc(S(=O)(=O)Nc2cc3c4c(c2)CCC(=O)N4CCC3)cc1C | -2 | -26 | 7 | 4.0 | 1 | -4 | -5 | 3 | 2.9
Nc1ccc(SCC(=O)Nc2cccc([N+](=O)[O-])c2)cc1 | -10 | -3 | -24 | 2.4 | -4 | 3 | -3 | 4 | 2.5
COC(=O)COc1nc(C)c2c(c1C#N)CC(C)(C)OC2 | -25 | -5 | 6 | 0.5 | -4 | 15 | 5 | -1 | -0.4
O/N=C1\CCCCc2ccccc21 | 1 | -1 | -8 | 0.7 | -4 | 11 | -4 | 1 | 0.6
COc1ccccc1NC(=O)CSC1=NCCN1 | 5 | 3 | -7 | 1.0 | -8 | 8 | 0 | 3 | 0.6
Cc1nnc2ccc(N3CCN(c4ccccn4)CC3)nn12 | -7 | -7 | -13 | 0.7 | -9 | 17 | -5 | 0 | -0.8
Cc1ccc(NC(=O)CCC(=O)NNC(=O)COc2ccc([N+](=O)[O-])cc2)c(C)c1 | 6 | . | -9 | 0.2 | -2 | -25 | . | 0 | .
COc1ccc(N2C(=O)CCC(C(=O)N3CCCCC3)C2c2ccc(F)cc2)cc1 (stereo unspecified) | -5 | -7 | . | 0.4 | -5 | 24 | -19 | . | 1.3
O=C(O)c1ccc2c(=O)n(-c3ccccc3F)c(=S)[nH]c2c1 | -7 | -7 | -24 | 1.1 | -2 | -9 | 3 | 8 | 0.7
CS(=O)(=O)N(CC(=O)Nc1c(F)cccc1F)Cc1ccccc1 | -12 | -3 | -10 | 2.2 | -2 | 17 | -2 | 7 | 1.1
C=CCNc1nc(NC(C)(C)CO)nc(OCC)n1 | -6 | -3 | -10 | 0.7 | -3 | 18 | -8 | 8 | 0.8
CC(=O)NC1CC2CCCC(C1)N2C(=O)Nc1cccc(C)c1 (stereo unspecified) | -4 | . | 7 | 0.3 | -4 | 5 | . | -1 | .
CN(Cc1ccc(OCC(O)CN(C)Cc2ccccc2)cc1)Cc1nccn1C (stereo unspecified) | 15 | -23 | -14 | 0.4 | -8 | -14 | 3 | 1 | 0.4

Next structures follow:
SMILES | CHO-K1 Ca antag | CHO parental Ca | TAAR1 antagonist | M1 ag parental | M1 ag | M1 PAM parental | OXTR potentiate | TAAR1 agonist | V1aR counter
COc1ccc(OC)c(/C=N/N=C2\SCC(=O)N2Cc2ccco2)c1 | -14 | -12 | 4 | 2.0 | -5 | 19 | -15 | 2 | -1.3
Nc1nc(-c2ccccc2)nc2sc3c(c12)CCCC3 | 17 | -9 | -11 | -0.3 | -8 | -15 | 0 | 2 | -0.5
CN(C)S(=O)(=O)c1ccc(N2CCCC2)c(C(=O)NC2CCC(O)CC2)c1 (stereo unspecified) | -3 | -1 | -10 | 0.0 | -5 | -1 | 3 | 0 | 0.6
CC(C)(C)NC(=O)/C=C/c1cccc(C(F)(F)F)c1 | 8 | -12 | 8 | -0.5 | -6 | -12 | -1 | 1 | -1.3
CC1CCC(NC(=O)c2cnccn2)CC1 (stereo unspecified) | -1 | -6 | -16 | 1.8 | -3 | 12 | -3 | 2 | 0.4
C=CCN1C(c2ccc(Br)cc2)=CS/C1=C(/C#N)c1nnc(N2CCOCC2)n1-c1ccccc1 | -11 | -31 | 37 | 2.2 | -9 | 22 | -16 | 2 | -1.9
Cc1ccc(-c2noc(CN3CCN(C(c4ccccc4)c4ccccc4)CC3)n2)cc1 | 0 | -35 | 4 | 0.2 | -5 | 16 | -3 | 0 | 0.2
COc1ccc(C(=O)OCC(=O)NC2CC2)cc1OC | -18 | -2 | -6 | 0.6 | 1 | 27 | -5 | 11 | 0.0
C=CCn1c(=O)[nH]c(=O)c2c(N)c(C(=O)c3ccc(OC)cc3)sc21 | 0 | . | -40 | -0.9 | -6 | -2 | . | -2 | .

Rows were taken by chance; overall some 3.3% were active at least once.
